# TDP43 rescue = TDP-43 toxicity inhibition in yeast. TDP-43 expressing yeast growth rescue, BacTiter-Glo, 24 h. Potency, µM (series often up to 46.1 µM), inactives show at the top dose growth rescue (activation), hits mostly activators. actives 1.8% (n = 410,000). AID 652104; also: % of control where 0% means no effect; nearly all actives have a fitted effect of over 50% in size
#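 Yeast cells expressing TDP-43 under galactose induction are exposed to compounds for 24 hr at 30 deg C. BacTiter-Glo luminescence measures growth, so protective compounds score as activators.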
# FUS yeast rescue = suppressors of FUS proteinopathy in yeast. S. cerevisiae FUS-expressing, growth rescue, OD600, 24 h. Potency, µM (series often up to 76.6 µM), inactives show top-dose growth rescue (activation), hits mostly activators. actives 0.24% (n = 390,000);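 also: plate controls were DMSO vehicle for no effect and reference control for full effect; nearly all actives have a fitted effect of over 55% in size; some results filed as inactive show a strong effect at the top dose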
#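 Absorbance at 600 nm, taken 24hr after compound addition, measured rescue of FUS-yeast growth at 30C. Induction used 2% galactose with seeding at OD 0.005. Controls: CP55940 from 92uM final, DMSO only.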
# PTHR1 ag = agonists of human PTHR1 parathyroid hormone receptor. Potency, µM (doses to about 115 µM), without a hit: at the highest dose activation, hits mostly activators. actives 0.075% (n = 410,000). AID 743266. Q03431. HEK293 GP2 PTHR1 cells, GloSensor cAMP luminescence, 1 h; also: nearly all actives have a fitted effect of over 55% in size; some results filed as inactive show a strong effect at the top dose; inactives centre near -15; many of its hits are not listed in these tables
# Target sequence (Q03431 whole entry, looked up): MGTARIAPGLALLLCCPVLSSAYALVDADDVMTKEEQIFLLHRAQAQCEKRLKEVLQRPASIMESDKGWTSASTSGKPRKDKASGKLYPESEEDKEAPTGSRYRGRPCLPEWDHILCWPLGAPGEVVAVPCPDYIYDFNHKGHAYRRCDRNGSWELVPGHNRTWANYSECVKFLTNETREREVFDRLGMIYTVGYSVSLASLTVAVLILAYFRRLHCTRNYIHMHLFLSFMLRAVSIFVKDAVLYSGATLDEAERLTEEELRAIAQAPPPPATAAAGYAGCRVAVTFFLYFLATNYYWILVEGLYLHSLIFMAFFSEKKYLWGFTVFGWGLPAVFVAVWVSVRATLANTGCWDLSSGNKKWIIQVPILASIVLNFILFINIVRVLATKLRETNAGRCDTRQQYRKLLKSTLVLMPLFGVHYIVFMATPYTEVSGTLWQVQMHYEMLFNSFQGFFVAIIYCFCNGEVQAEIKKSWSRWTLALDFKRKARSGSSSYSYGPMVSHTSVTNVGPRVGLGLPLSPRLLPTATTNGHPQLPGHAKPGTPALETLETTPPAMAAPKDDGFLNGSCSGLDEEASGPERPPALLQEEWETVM
#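 HEK-293-derived GP2 cells expressing PTHR1 and a GloSensor cAMP reporter, 3,000/well, plated overnight, given luciferin plus IBMX (each 0.5 mM as added) for 1 h at 37 °C, then compound for 1 h at 37 °C. Luminescence was read after 15 min at room temperature.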
# * marks the source's active call; other numbers are inactive results; i = inactive; ? = inconclusive; [ ] = another dose, or the depositor's remark. Calls follow the shape of the dose curve; as a rule, active = well fitted curve in the direction sought with a large enough effect; inconclusive = small, poorly fitted or top-dose-only effect, or another doubt; inactive = no such curve, though single readings can be large; an effect the other way counts as inactive or inconclusive. Potency is read from the fitted curve at half-maximal effect.
smiles | TDP43 rescue | FUS yeast rescue | PTHR1 ag
Cc1c(CC(=O)NCCc2ccccc2)c(=O)oc2c(C)c3occ(C(C)(C)C)c3cc12 | 15% | -19% | -21%
COc1ccc(C2=NN(C(C)=O)C(c3cn(-c4ccccc4)nc3-c3cccs3)C2)cc1 (stereo not drawn) | 2% | 39% | i
COc1cccc(C(=O)N2c3nc(-c4ccco4)nn3C3(CCCCC3)[C@@H]3CCCC[C@@H]32)c1 | 13% | ? | i
COc1ccc(OC)c(-n2c(=O)[nH]c3cc(C(=O)NCCc4ccc(OC)c(OC)c4)ccc3c2=O)c1 | 2% | 6% | i
CC(=O)c1cc(-c2ccccc2)n(CCC(=O)Nc2nc3c(C)cccc3s2)c1C | 12% | 0% | -8%
Cc1cc(Br)ccc1NC(=O)CCNS(=O)(=O)c1cccc2nonc12 | 18% | 9% | i
COc1cccc(CNC(=O)c2ccc3c(c2)nnn3C2CCCC2)c1 | ? | 31% | -18%
CC(C)(C)c1ccc(S(=O)(=O)NCc2ccc3c(c2)CCN3C(=O)c2ccccc2)cc1 | 9% | 9% | -77%[inhibitor]
Cc1ccc(CN2CCN(C3CCN(C(=O)Nc4ccccc4C(F)(F)F)CC3)C(=O)C2=O)cc1 | 6% | 5% | i
COc1ccc(Nc2cc(C(=O)NCCCN(C)Cc3ccccc3)c3ccccc3n2)cc1 | -16% | 10% | 10%
CCc1ccc(-n2nnc(-c3nc(-c4ccc(C)cc4)no3)c2N)cc1 | 0% | -15% | i
CCc1c(C)nc2nncn2c1Nc1ccc(C(C)C)cc1 | 13µM* | 8% | i
COc1cc(NC(=O)CCc2nc3cccnc3n2Cc2cccs2)cc(OC)c1OC | 23% | 12% | -43%[inhibitor]
CC(=O)N1c2nc(C(C)C)nn2C2(CCCCC2)[C@@H]2CCCC[C@@H]21 | 6% | -8% | -23%
Cc1ccc(-c2nnc(Nc3ccc(Br)cc3)c3ccccc23)cc1S(=O)(=O)N1CCCCC1 | 16% | 11% | i

# Brought forward from above: 2 compounds; new compounds follow.
smiles | TDP43 rescue | FUS yeast rescue | PTHR1 ag
CC(=O)N1c2nc(C(C)C)nn2C2(CCCCC2)[C@@H]2CCCC[C@@H]21 | 6% | -8% | -23%
Cc1ccc(-c2nnc(Nc3ccc(Br)cc3)c3ccccc23)cc1S(=O)(=O)N1CCCCC1 | 16% | 11% | i
Cc1ccc(C)c(-n2nnc(-c3nc(-c4ccccc4C)no3)c2C)c1 | 26% | -20% | i
Cc1ccc(CNC(=O)c2ccc(CSCc3ccc(Cl)cc3)o2)cc1 | 9% | 13% | i
CCCCOC(=O)c1ccc(NC(=O)c2ccc3c(c2)CCN3S(=O)(=O)c2ccccc2)cc1 | 3% | 27% | -3%
CC(C)(C)c1ccc(C(=O)N2CCCC(c3nc4c(nnn4Cc4cccc(F)c4)c(=O)[nH]3)C2)cc1 (stereo not drawn) | 17% | ? | -19%
Cc1ccsc1CCN1C(=O)N(c2ccc(F)cc2)C(=O)C1CC(=O)Nc1ccccc1 (stereo not drawn) | 15% | 0% | i
COc1ccccc1CNC(=O)c1cccn1-c1nnc(N2CCCC2)s1 | 8% | 8% | i
Cc1ccccc1NC(=O)CSC1=Nc2ccccc2C2=NC(Cc3ccccc3)C(=O)N12 (stereo not drawn) | 10% | 6% | i
CCCCc1ccc(NC(=O)CSc2nc(=O)[nH]c3c2CCCC3)cc1 | 10% | -1% | -39%[inhibitor]
Cc1cc(F)ccc1-n1nnc(C(N)=O)c1C | ? | -35% | i
Cc1cc(C)c2c(=O)cc(C(=O)Nc3ccc(S(=O)(=O)Nc4nc(C)cc(C)n4)cc3)oc2c1 | 16% | -11% | -4%
Cc1cc(C)cc(OCC(=O)Nc2ccc(-c3nc4ccccc4s3)cc2)c1 | 15% | -3% | i
COc1cccc2cc(-c3nc(-c4ccccc4F)no3)c(=O)oc12 | 6% | -14% | -37%
CCCCN(C)S(=O)(=O)c1cc(-c2nnc3c4ccccc4c(C)nn23)ccc1C | -7% | 28% | -16%
O=C(NCCc1csc(-c2cccc(F)c2)n1)c1ccccc1C(F)(F)F | 18µM* | 23% | i
CCCCNC(=O)c1ccc2c(c1)N=C(CC)c1ccccc1S2 | ? | ? | -31%[inhibitor]
COc1ccc(CNC(=O)CN2C(=O)c3cccnc3Oc3ccc(C)cc32)cc1 | -9% | 8% | -15%
CCOc1ccc(CCNC(=O)c2cnc3sc(N4CCC(C)CC4)nn3c2=O)cc1 | 6% | 13% | i
COc1cc(/C=C/c2nc(C#N)c(N3CCCCC3)o2)cc(OC)c1OC | -16% | -4% | -27%
CCCCNc1nc(Oc2ccc(=O)n(C)n2)nc(N(C)C)n1 | 17% | -4% | i
CCCCN(CCCC)C(=O)C1CCN(S(=O)(=O)c2cccc3nsnc23)CC1 | 17% | 25% | -50%[inhibitor]
COC(=O)c1scc(-c2ccc(C)cc2)c1S(=O)(=O)Nc1cc(OC)c(OC)c(OC)c1 | 18% | 45% | -6%
Cc1cccc(-n2c(C)cc(C(=O)C(=O)Nc3ccccc3F)c2C)c1C | -17% | 6% | -9%
CCN1CCN(c2cc(C)c3cc(NC(=O)/C=C/c4cccc(Cl)c4)ccc3n2)CC1 | 7% | 6% | i
CCCCC(=O)Nc1ccc(OCc2cc(=O)n3ccc(C)cc3n2)cc1 | 19% | -11% | i
Cc1ccc(NC(=O)/C(C#N)=C/c2ccc(C(C)C)cc2)cc1C | 9% | -9% | i
COc1ccc(CCCc2nnc(SCC(=O)Nc3cccc(C)c3)o2)cc1C | ? | 18% | -41%[inhibitor]
COc1ccc(NC(=O)c2cc3c(=O)n(C)c4cc(Cl)ccc4c3s2)cc1Cl | 13% | -19% | 27%
COc1ccc(Cc2nc3ccc(C(=O)NCc4cc(Br)ccc4OC)cc3o2)cc1 | 0% | 26% | -11%
CCCCOc1ccc(C(=O)NCCS(=O)(=O)N2CCN(c3ccc(F)cc3)CC2)cc1 | 17% | -2% | i
CCOc1ccc(CNC(=O)C2Cc3ccccc3N2C(=O)CC)cc1 (stereo not drawn) | 14% | -9% | -7%
COc1ccc(-c2nc3c4ccccc4n(CC(=O)N4CCN(c5ccccc5F)CC4)c(=O)n3n2)cc1 | 2% | -13% | -15%
Cc1ccc(CNS(=O)(=O)c2cnc(N)nc2)cc1 | -6% | -12% | 12%
Cc1ccc(CNc2ncnc3c2nc2n3CCCC2)cc1 | 2% | -8% | -12%
CCOc1cc(S(=O)(=O)n2ccnc2C(C)C)ccc1Cl | 12% | -4% | -6%
COc1ccc(CNC(=O)c2ccc3nc(-c4ccc(F)cc4)c(-c4ccc(F)cc4)nc3c2)cc1 | -19% | -5% | -1%
Cc1ccc(N2CCN(C(=O)c3c(C)oc4ncn(CC(C)C)c(=O)c34)CC2)c(C)c1 | 22% | 34% | -9%
COc1ccccc1NC(=O)CSC1=Nc2ccccc2C2=NC(CC(=O)NCc3ccc4c(c3)OCO4)C(=O)N12 (stereo not drawn) | 4% | ? | -5%
CCOc1ccc(NC(=O)Cn2c(=O)n(CCCS(=O)(=O)C3CCCCC3)c(=O)c3ccccc32)cc1 | -6% | -22% | -18%
CCc1ccccc1N(c1nc(-c2ccc(OC)c(OC)c2)no1)c1nc(-c2ccc(OC)c(OC)c2)no1 | 8% | -17% | 15%
CCOC(=O)c1c(C)[nH]c(CCC(=O)NCc2cccc(C)c2)c1C | 16% | 6% | -12%
COc1ccc(NC(=O)CSc2nnc(-c3nonc3NC(C)=O)n2-c2ccccc2)cc1 | 9%[9.22 µM] | 32% | -2%
Cc1ccc(C)c(N2CCN(C(=O)Cc3c(C(=O)O)c(C)cn3C)CC2)c1 | 18% | 23% | i
CCOC(=O)N1CCc2c(sc(NCc3ccc(OC)c(Br)c3)c2C(=O)Nc2cc(OC)ccc2OC)C1 | 16% | 37% | -40%[inhibitor]
COc1cc(O)ccc1-c1nc2cc(C)ccn2c1Nc1ccccc1C | 7% | -1% | -7%
O=C(c1ccc2c(c1)N(Cc1cccc(Cl)c1)C(=O)c1ccccc1S2(=O)=O)N1CCc2ccccc21 | -6% | 38% | i

# As a working copy, two of the compounds above.
smiles | TDP43 rescue | FUS yeast rescue | PTHR1 ag
COc1cc(O)ccc1-c1nc2cc(C)ccn2c1Nc1ccccc1C | 7% | -1% | -7%
O=C(c1ccc2c(c1)N(Cc1cccc(Cl)c1)C(=O)c1ccccc1S2(=O)=O)N1CCc2ccccc21 | -6% | 38% | i

# Some values from the entries so far.
# Value for `Cc1ccc(N2CCN(C(=O)c3c(C)oc4ncn(CC(C)C)c(=O)c34)CC2)c(C)c1` under PTHR1 ag: -9%
# Value for `CCOc1ccc(NC(=O)Cn2c(=O)n(CCCS(=O)(=O)C3CCCCC3)c(=O)c3ccccc32)cc1` under TDP43 rescue: -6%

# Next section:
smiles | TDP43 rescue | FUS yeast rescue | PTHR1 ag
CC(=O)N1CCc2c(sc3c2c(=O)n(CCc2ccccc2)c(=O)n3Cc2ccccc2C)C1 | 35µM* | ? | -27%
O=C(NCc1ccccc1)c1ccc(CS(=O)(=O)c2c(Cl)cccc2Cl)o1 | 13% | 15% | -17%
COc1ccc(CNC(=O)CCCCCn2c(=O)[nH]c3ccccc3c2=O)cc1 | 9% | 12% | -29%
COc1ccc(SCc2cc(=O)c3cc(Cl)ccc3[nH]2)cc1 | -4% | -10% | -22%
CNC(=O)CSc1cn(CC(=O)N2CCCCCC2)c2ccccc12 | 3% | 3% | ?
COCCn1c(C)cc(O)c(C(c2ccccc2)N2CCC(C)CC2)c1=O (stereo not drawn) | -8% | 12% | i
CCN1C(=O)c2ccccc2S(=O)c2ccc(C(=O)N3CCN(c4ccccc4OC)CC3)cc21 (stereo not drawn) | 15% | ? | -40%
Cc1ccc(CNC(=O)CN2C(=O)CC(c3ccc(C)c(C)c3)=Nc3ccccc32)cc1 | -5% | 7% | -4%
CCOc1ccc(/C=C/c2nc(C#N)c(Nc3ccc(OC)cc3)o2)cc1 | 11% | 10% | -12%
CN(c1ccccc1)S(=O)(=O)c1ccc(NC(=O)c2cc(=O)c3ccccc3o2)cc1 | 7% | -16% | -6%
Cc1cccc(-c2nc(SCc3ccc(Br)cc3)n3[nH]c(=O)cc3n2)c1 | 9% | -3% | i
CCc1ccccc1NC(=O)C1CCN(S(=O)(=O)c2cn(C)cn2)CC1 | 16% | -4% | i
COc1ccccc1NC(=O)CSc1nnc(-c2nonc2NC(C)=O)n1-c1ccccc1 | 9%[9.22 µM] | 23% | i
CCOc1ccc(CCNC(c2cccc(Cl)c2)c2nnc(-c3ccccc3)o2)cc1OCC (stereo not drawn) | ? | 41% | -22%
Cc1ccc(C(=O)Nc2ccc(NC(=O)c3cccs3)cc2)cc1C | 14% | -13% | -15%
CN(C)CCNC(=O)CN1C(=O)COc2ccc(S(=O)(=O)N3CCCC3)cc21 | 20% | 8% | -25%
Cc1ccccc1OCC(=O)Nc1ccc(C(=O)OCc2cc(=O)n3c(C)csc3n2)cc1 | -17% | -15% | -40%[inhibitor]
COc1ccc(N2CC(NC(=O)/C=C\c3ccccc3)CC2=O)cc1 (stereo not drawn) | -9% | 32% | i
Cc1cccc(C(=O)N2c3ncnn3C3(CCCCC3)[C@@H]3CCCC[C@@H]32)c1 | ? | 12% | -47%[inhibitor]
CCOC(=O)c1c(NC(=O)c2ccccc2Cl)sc2c1CCCC2 | 11% | 0% | i
COc1ccccc1Oc1nc2c(c(=O)n(C)c(=O)n2C)n1Cc1cccc(Br)c1 | 21% | 0% | -5%
NC(=O)C1(N2CCCCC2)CCN(C(=O)Nc2ccc(C(F)(F)F)cc2)CC1 | 1% | -10% | -20%
CCOc1ccccc1NC(=O)C1CCN(S(=O)(=O)c2c(C)noc2/C=C/c2ccc(C)cc2)CC1 | 6% | -3% | i
COc1ccc2c(c1)cc1c(=O)n(CC(=O)NCCc3ccccc3)nc(C)n12 | 30% | -15% | -31%[inhibitor]
Cc1cn(C)c(CC(=O)N2CCN(c3ccccc3F)CC2)c1C(=O)O | 17% | 14% | -2%
CC(=O)Nc1ccc(S(=O)(=O)NCCc2csc3nc(-c4ccc(Cl)cc4)nn23)cc1 | 16% | -3% | -39%[inhibitor]
CC(C)(C)OC(=O)N1CCC(c2c(C(=O)Nc3ccc4c(c3)OCCO4)cnn2-c2ccc(F)cc2)CC1 | ? | 7% | -46%[inhibitor]
COc1ccccc1-c1noc(-c2ccc(N3CCOCC3)c([N+](=O)[O-])c2)n1 | 10% | 4% | -64%[inhibitor]
CC(C)c1ccc(NC(=O)N2c3ccccc3Sc3ccccc32)cc1 | 26% | -21% | 22%
CC1=C(C(N)=O)C(c2cccc(C)c2)n2nc(-c3ccc(Cl)cc3)nc2N1 (stereo not drawn) | 17% | 3% | -12%
Cc1ccc(C(=O)c2cn(CC(=O)Nc3ccc4c(c3)OCCO4)c3nc(C)ccc3c2=O)cc1 | 15% | 4% | i

# Screening data: PubChem, National Center for Advancing Translational Sciences (NCATS)

# An excerpt. The share of hits here may be higher or lower than overall.
